# Screening results: PubChem BioAssay, several laboratories
# DNMT1 block: inhibitors of human DNMT1. DNMT1 molecular beacon, Hinp1I cleavage, fluorescence. AID 588458. inhibition (reported as % activation of signal), % at 10 µM. P26358. hit rate 0.83% among 360,000; in the data active = inhibition above about 50%
# STEP inh: STEP (human) phosphatase inhibition; P54829; recombinant STEP, OMFP fluorogenic substrate, fluorescence; inhibition, % at 20 µM; hit rate 0.25% among 360,000; AID 588621;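 active = inhibition at 20 µM, scaled per plate between control wells, above about 37%, limit read from the data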;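 also: 0% = DMSO with enzyme and substrate and 100% = substrate only without enzyme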
#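 System: STEP phosphatase, cell-free reaction; Buffer or medium: Bis-Tris pH 6.0 buffer with DTT, detergent; Incubation: 20 min at room temperature, dark; Measured by: fluorescence, 480/540 nm.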
# Scp-1 inhibitor: Scp-1 (human) phosphatase inhibition. hit rate 0.88% among 340,000. AID 493091. Recombinant Scp1, phosphopeptide, malachite green phosphate absorbance. inhibition, % at 20 µM;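 active = inhibition above about 50% at 20 µM, limit read from the data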;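 also: plate controls were DMSO wells with enzyme for no effect and wells lacking enzyme for full effect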
# Target sequence (Q9GZU7 76-261 limits assumed): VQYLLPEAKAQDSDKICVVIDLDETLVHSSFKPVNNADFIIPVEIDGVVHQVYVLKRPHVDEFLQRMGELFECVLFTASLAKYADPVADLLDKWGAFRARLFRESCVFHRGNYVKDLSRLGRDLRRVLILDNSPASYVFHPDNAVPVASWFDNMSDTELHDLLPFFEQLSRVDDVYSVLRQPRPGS
#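 Test system: SCP-1 catalytic domain; Buffer or medium: Acidic Tris acetate buffer with magnesium and detergent; Also added: Phosphorylated 17-residue peptide substrate; Compound: single 20 µM dose, 1% DMSO; Schedule: enzyme reaction 45 min at room temperature, colour 5 min, stabilisation 30 min; Signal: Phosphate-binding colour reagent, absorbance read at 630 nm.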
# NadD inh: inhibitors of Staphylococcus aureus NadD; inhibition, % at 20 µM; purified NadD enzyme, colorimetric absorbance read-out; AID 602399; hit rate 0.78% among 360,000; in the data active = inhibition above about 26%; also: some compounds past the cut are filed as inactive
# MLLE-PAM2 inh: inhibitors of microRNA-mediated deadenylation, human PABP1 MLLE binding; P11940; GST-MLLE / FITC-PAM2 fluorescence polarization; inhibition, % at 20 µM; hit rate 0.36% among 360,000; AID 588489; in the data active = inhibition above about 35%, passing the limit was not always enough;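 also: plate controls were DMSO wells with GST-MLLE for no effect and wells lacking GST-MLLE protein for full effect; some results filed as inactive read as strong as hits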
# Target sequence (P11940 whole entry, looked up): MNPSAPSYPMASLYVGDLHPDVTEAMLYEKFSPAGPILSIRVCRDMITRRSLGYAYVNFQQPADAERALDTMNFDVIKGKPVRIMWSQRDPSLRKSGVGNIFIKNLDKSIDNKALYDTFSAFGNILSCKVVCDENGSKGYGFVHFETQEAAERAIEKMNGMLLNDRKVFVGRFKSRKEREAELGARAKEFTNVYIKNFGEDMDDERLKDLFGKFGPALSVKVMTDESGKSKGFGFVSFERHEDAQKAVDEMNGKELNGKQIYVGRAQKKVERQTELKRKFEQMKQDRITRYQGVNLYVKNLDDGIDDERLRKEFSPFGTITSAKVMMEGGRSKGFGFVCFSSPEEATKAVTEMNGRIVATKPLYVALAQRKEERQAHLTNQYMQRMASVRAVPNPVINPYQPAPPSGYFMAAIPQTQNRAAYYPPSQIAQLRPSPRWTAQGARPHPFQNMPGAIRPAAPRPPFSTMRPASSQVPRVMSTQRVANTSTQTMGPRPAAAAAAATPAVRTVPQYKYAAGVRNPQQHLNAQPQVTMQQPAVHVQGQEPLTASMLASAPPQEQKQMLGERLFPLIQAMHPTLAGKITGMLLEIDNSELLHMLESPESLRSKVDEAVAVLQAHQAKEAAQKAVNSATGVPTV
# Rpn11 inh: inhibitors of human proteasome Rpn11. human 26S proteasome, Ub4-pepOG fluorescence polarization; 20S core pre-blocked with epoxomicin. calls only at 20 µM. hit rate 0.59% among 360,000. AID 588493;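 active = inhibition at 20 µM, scaled to each plate's controls, above about 33%, limit read from the data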
# SUMO1 PPI mod: modulators of human SUMO1-mediated protein-protein interactions. AID 602429. P63165. SUMO1 binding to a labelled peptide, TR-FRET, 1 h. inhibition, % at 20 µM. hit rate 0.33% among 360,000; in the data active = inhibition above about 37%
# Target sequence (P63165 whole entry, looked up): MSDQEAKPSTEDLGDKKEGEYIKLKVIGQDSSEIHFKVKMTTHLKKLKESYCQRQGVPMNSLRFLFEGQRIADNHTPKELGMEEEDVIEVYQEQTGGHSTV
# CSN deneddyl inh: blocks human CSN-mediated cullin deneddylation. Q92905. Purified CSN, SCF-Nedd8-OG deneddylation, fluorescence polarization. inhibition, % at 12.5 µM. hit rate 0.38% among 360,000;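 active = pattern-corrected inhibition above about 35%, with an unprinted fluorescence ratio check between 0.5 and 1.5, limit read from the data, passing the limit was not always enough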;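 also: 0% = enzyme with substrate and 100% = substrate without enzyme; some results filed as inactive read as strong as hits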
#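 Test system: purified human Csn5 enzyme expressed in HEK293T cells. Amount: 0.24 nM enzyme. Reagent: SCFSkp2-Nedd8OG substrate at 10 nM final. Schedule: 90 min incubation of compound, enzyme and substrate at room temperature. Detection: fluorescence polarization. Read-out: % inhibition of substrate cleavage by Csn5.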
# LMPTP block: LMPTP (human) inhibition; inhibition, % at 20 µM; AID 651560; recombinant LMPTP-A, OMFP fluorogenic substrate, fluorescence intensity; P24666; hit rate 0.22% among 360,000;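 active = compounds that cut the enzyme signal by at least half of the control window in the single-dose screen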;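 also: plate controls were DMSO wells with enzyme plus substrate for no effect and substrate without enzyme for full effect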
# Target sequence (P24666 whole entry, looked up): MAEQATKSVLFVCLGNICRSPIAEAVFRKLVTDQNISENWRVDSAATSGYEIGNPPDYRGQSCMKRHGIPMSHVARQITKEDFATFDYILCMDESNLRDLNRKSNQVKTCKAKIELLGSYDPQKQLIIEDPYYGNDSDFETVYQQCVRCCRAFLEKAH
#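 Assay system: LMPTP-A enzyme. Input: 0.625 nM LMPTP-A final. Probe or stimulus: 400 µM OMFP. Compound dosing: single 20 µM dose. Schedule: 50 min dark incubation at room temperature. Detection: fluorescence intensity of OMFP turnover product. Read-out: percent inhibition versus substrate-only and uninhibited controls. Benchmarks: no-enzyme low control, uninhibited high control.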
# TbMetRS inhib: blocks T. brucei methionyl-tRNA synthetase activity; hit rate 0.4% among 360,000; AID 624268; purified T. brucei MetRS, ATP depletion, Kinase-Glo luminescence; inhibition, % at 11.9 µM;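 active = inhibition above a per-plate cutoff of the control wells' mean inhibition plus 3 SD, cut at about 5.5% in these data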;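 also: 0% = DMSO wells median and 100% = median of wells with control inhibitor compound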
#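 Dosing: 11.9 µM single point; system: parasite MetRS enzyme; technique: luminescence of leftover ATP; times: 15 min enzyme-compound preincubation, 2 h reaction, 10 min detection, 25 °C; replicates: each compound tested once; read-out basis: percent inhibition relative to median high and low control wells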
# Numbers without * were called inactive; i = inactive; . = not tested or not shown.
SMILES,DNMT1 block,STEP inh,Scp-1 inhibitor,NadD inh,MLLE-PAM2 inh,Rpn11 inh,SUMO1 PPI mod,CSN deneddyl inh,LMPTP block,TbMetRS inhib
COc1ccc(-c2cc(C(F)(F)F)n3nc(C(=O)NCc4ccco4)cc3n2)cc1OC,-2,0,-3,-11,-14,i,6,2,-0.5,-0.5
CN(C)S(=O)(=O)Nc1ccc(NS(=O)(=O)N(C)C)c(S(=O)(=O)c2ccccc2)c1,-1,3,0,-1,-3,i,0,-2,-1.0,0.1
CCCCc1ccc(N2C(=NC(=O)C3CCCO3)SC3CS(=O)(=O)CC32)cc1 (stereo not drawn),3,1,-6,-3,0,i,-3,-5,0.2,0.1
COC(=O)C[C@H](NC(=O)Cn1cnc2c(OCc3ccccc3)ncnc21)C(=O)OC,5,0,-2,-2,-1,i,2,1,-1.5,-1.7
COC(=O)c1sccc1NC(=O)CSCCc1ccncc1,-1,0,-6,-10,12,i,2,-8,-1.8,-0.7
C[C@@H]1CN([C@H](C)CO)C(=O)c2c(c3ccccc3n2C)-c2ccccc2CO[C@H]1CN(C)C(=O)Cc1ccccc1,-1,2,.,2,3,i,2,-4,-1.5,-1.2
CCCn1cnc2cc(NCc3cccc(OC)c3O)ccc21,-1,2,-9,5,9,i,0,-2,1.3,8.4*
O=C(NNC(=O)c1cccc2ccccc12)c1ccc2c(c1)OCO2,1,0,-14,-6,1,i,-19,1,-0.7,-0.1
O=C(c1ccccc1)c1c[nH]c2ccccc12,4,-1,-11,-4,1,i,-3,-4,0.7,-0.1
CCC1=C(Nc2ccccc2)COC1=O,1,-2,.,-1,-2,i,-3,-4,-2.2,-0.2
Cc1nc2cc(C)c(C)cc2s1,0,-2,-2,-2,5,i,-1,2,1.1,-0.2
COc1ccccc1NC(=O)COC(=O)c1c[nH]c(=O)[nH]c1=O,0,0,-7,-2,-4,i,3,-1,-1.1,-1.0
CCN(C[C@H]1N[C@@](Cc2ccccc2)(C(=O)OC)[C@H]2C(=O)N(C)C(=O)[C@@H]12)C(=O)COc1ccccc1,5,-1,-4,0,2,i,1,-2,-3.1,-1.7
CCc1nc2nc(C)cc(Nc3cccc(C(F)(F)F)c3)n2n1,0,0,-2,1,7,i,-4,4,-1.0,-0.3
CCOc1ccc(CCNC(=O)C2CCCN(S(=O)(=O)N3CCOCC3)C2)cc1OCC (stereo not drawn),0,-2,-7,4,6,i,-1,-3,0.7,-0.4
CC(C)(C)CN1C(=O)C(=O)NC[C@H]1Cc1ccc(O)cc1,-2,0,-3,-2,-11,i,5,5,-0.1,-0.3
COc1cccc(CN2CCN(C(=O)c3cccs3)CC2)c1OC,1,-3,6,1,-11,i,2,-2,-0.7,-0.1
CC(C)CNS(=O)(=O)c1ccc(C(=O)Nc2ccc3c(c2)OCO3)cc1,-1,-2,-3,-2,3,i,7,-2,-0.4,-0.3
CCOC(=O)C1=C(C)OC(N)=C(C(=O)OCC)C1c1ccncc1 (stereo not drawn),-3,-5,-5,2,5,i,-2,-1,-0.2,-0.3
Nc1cc(=O)[nH]c(SCC(=O)Nc2ccc([N+](=O)[O-])cc2)n1,-1,-1,-12,-1,14,i,-21,7,-0.9,0.4
COC(=O)/C=c1\sc2n(c1=O)C(C)=CC(C)(C)N=2,-2,-2,-5,0,-16,i,-14,-2,0.1,0.3
COC(=O)c1ccc(Cl)c(NC(=O)Cc2ccccc2[N+](=O)[O-])c1,3,-3,-6,1,5,i,-2,5,0.9,-0.5
COC(=O)Nc1ccc(S(=O)(=O)N2CCC(C(=O)N3CCC(C)CC3)CC2)cc1,1,-2,3,-2,5,i,-2,-4,-1.1,-1.1
CN(C)c1ccc(C=C(c2nnnn2-c2ccccc2)c2nnnn2-c2ccccc2)cc1,-2,-2,-4,7,-47,.,-14,11,3.3,0.1
COc1cc2ncnc(NCc3ccc(F)cc3)c2cc1OC,-4,-2,-12,-12,-20,i,2,2,0.1,1.1
COc1ccc(C(=O)N2CCOC2CNC(=O)C(=O)NCc2ccco2)cc1 (stereo not drawn),1,-4,-3,-3,-7,i,0,-7,-1.0,-0.5
COc1ccc(C(CNC(=O)C(Cc2ccccc2)NC(N)=O)N(C)C)cc1 (stereo not drawn),-2,0,-7,-10,-1,i,-6,0,-2.8,-0.3
O=C(CCc1ccccc1)OCC(=O)c1ccc([N+](=O)[O-])cc1,-6,0,-9,0,18,i,-22,-3,-0.1,0.1
Cc1ccc([C@@H]2[C@@H]3C(=O)N(c4ccccc4)C(=O)[C@@H]3[C@]3(C)C(=O)N(Cc4ccccc4)CC(=O)N23)o1,1,-2,2,6,-2,i,1,2,-1.6,-0.3
CCN1C(=O)CC(N2CCC(c3nc4ccccc4[nH]3)CC2)C1=O (stereo not drawn),0,-1,-7,-8,3,i,-2,-5,-2.4,0.1
O=C(NCCc1ccccc1)C1c2ccccc2C(=O)N1C1CC1 (stereo not drawn),-3,-2,-7,0,-4,i,0,-9,-1.4,-1.6
Cc1ncc(CO)c(/C=N/N=C/c2ccccc2O)c1O,13,-4,-8,-2,-2,i,-16,-4,5.2,-0.1
CCOc1ccccc1Nc1cc(C)nc2ccccc12,12,0,.,2,-15,i,-4,-3,17,-0.5
CC(=O)Nc1ccc(C(=O)COC(=O)c2cc(C)oc2C)c(F)c1,-7,-1,-2,-10,-14,i,6,3,-0.1,-0.4
CCOc1ccccc1OC(=O)CN1C(=O)c2ccccc2C1=O,4,1,0,-5,3,i,-9,1,-1.8,-1.0
COc1ccc(/C=C/C(=O)OCC(=O)NC(C)CCc2ccccc2)cc1OC (stereo not drawn),-1,-2,-5,3,2,i,6,4,0.3,-0.5

# 5 of the entries above in order of the LMPTP block value, falling:
SMILES,DNMT1 block,STEP inh,Scp-1 inhibitor,NadD inh,MLLE-PAM2 inh,Rpn11 inh,SUMO1 PPI mod,CSN deneddyl inh,LMPTP block,TbMetRS inhib
Cc1ncc(CO)c(/C=N/N=C/c2ccccc2O)c1O,13,-4,-8,-2,-2,i,-16,-4,5.2,-0.1
COc1ccc(C(=O)N2CCOC2CNC(=O)C(=O)NCc2ccco2)cc1 (stereo not drawn),1,-4,-3,-3,-7,i,0,-7,-1.0,-0.5
CCOc1ccccc1OC(=O)CN1C(=O)c2ccccc2C1=O,4,1,0,-5,3,i,-9,1,-1.8,-1.0
CCN1C(=O)CC(N2CCC(c3nc4ccccc4[nH]3)CC2)C1=O (stereo not drawn),0,-1,-7,-8,3,i,-2,-5,-2.4,0.1
COc1ccc(C(CNC(=O)C(Cc2ccccc2)NC(N)=O)N(C)C)cc1 (stereo not drawn),-2,0,-7,-10,-1,i,-6,0,-2.8,-0.3

# (cont.)
SMILES,DNMT1 block,STEP inh,Scp-1 inhibitor,NadD inh,MLLE-PAM2 inh,Rpn11 inh,SUMO1 PPI mod,CSN deneddyl inh,LMPTP block,TbMetRS inhib
O=C(N/C(=C\c1cccs1)C(=O)N1CCOCC1)c1cccs1,-2,-1,-4,-1,-4,i,-4,-4,-0.2,-0.6
O=C(OCc1ccccc1)C1=NNC2C(=O)N(c3ccccc3)C(=O)C12 (stereo not drawn),4,-3,-12,-5,13,i,-1,2,-1.1,0.2
COc1ccc(N=c2sc3ccccc3n2C)cc1,1,0,-3,2,-9,i,11,5,1.5,-0.1
O=C(NCc1cccnc1)Nc1ccc(Cl)cc1,4,2,-8,-5,-1,i,4,1,-2.4,0.2
Cc1ccc(NC(=O)CSCc2ccco2)cc1,4,2,-4,3,15,i,0,3,-1.9,-0.8
CC(C)(C)NC(=O)c1cc(C(C)(C)C)c(O)c(C(C)(C)C)c1,4,3,-2,0,-2,i,3,1,-0.9,0.3
COC(=O)C(C#N)C(c1cccnc1)c1c(C)[nH][nH]c1=O (stereo not drawn),-9,0,-9,-3,14,i,-2,1,-0.4,-0.5
COc1ccc(CCNC(=O)C2CCN(C(=O)c3ccccc3C)CC2)cc1,-1,1,-12,-6,12,i,1,-3,-0.4,-0.2
COc1ccc(OC)c(NC(=O)c2ccc(S(=O)(=O)N3CCOCC3)cc2)c1,-4,-3,-2,-7,-7,i,0,0,0.2,-0.4
CC(=O)NC1=NN(C(C)=O)C(c2ccccc2)S1 (stereo not drawn),-1,-2,0,0,9,i,-1,-11,-1.0,-1.0
c1ccc(N2CCN(c3nc4cc5c(cc4s3)OCO5)CC2)cc1,5,3,-5,3,28,i,0,-2,-1.4,-0.4
O=C(/C=C/c1ccc(F)cc1)c1ccc(N2CCOCC2)cc1,1,2,1,-7,6,i,-13,5,0.8,0.6
O=C(Nc1cccc2c1CCCC2)c1ccccc1F,1,-1,0,-3,5,i,-2,1,-1.7,-0.2
O=C(NCC(=O)N(c1ccc2c(c1)OCO2)C(C(=O)NC1CCCC1)c1cccs1)c1ccco1 (stereo not drawn),3,0,-3,0,-6,i,7,1,-0.7,-0.4
COc1ccccc1C(CC(=O)Nc1ccc(Cl)cc1)c1ccc(OC(C)C)cc1 (stereo not drawn),-6,-2,5,2,14,i,-3,-7,2.9,0.5
O=C(Cc1ccccc1)N1CCc2[nH]nc(-c3ccccc3)c2C1,-2,1,-12,-6,4,i,5,-1,-0.6,-0.5
Cc1ccc(S(=O)(=O)Nc2ccc(Nc3ccccc3)cc2)cc1,-8,-3,-8,-11,5,i,1,2,5.9,0.0
Cc1ccccc1OCCCCn1cnc2ccccc21,1,10,-7,2,4,i,2,1,4.2,0.2
COc1cccc(CNC(=O)CCNC(=O)N2CC(=O)Nc3ccccc32)c1,0,-3,.,-4,-2,i,-2,5,-2.3,0.2
C=CCC1CCCCC1=C(C#N)c1ccccc1 (stereo not drawn),4,0,.,-1,2,i,3,-3,0.7,-0.1
CCOC(=O)C1CCN(C(=O)c2cc(CN3C(=O)c4ccccc4C3=O)ccc2OCC)CC1,0,-1,-9,-7,11,i,-15,-3,0.5,-0.1
Cc1ccc(C(=O)Nc2ccccc2C(=O)NCc2cccnc2)cc1,2,0,0,2,6,i,-3,1,-1.1,-0.2
CCc1ccc(-c2nnn(CCC#N)n2)cc1,0,7,-5,-4,-2,i,-2,-2,0.7,1.0

# Fetched by structure from the entries so far (2):
SMILES,DNMT1 block,STEP inh,Scp-1 inhibitor,NadD inh,MLLE-PAM2 inh,Rpn11 inh,SUMO1 PPI mod,CSN deneddyl inh,LMPTP block,TbMetRS inhib
Cc1ncc(CO)c(/C=N/N=C/c2ccccc2O)c1O,13,-4,-8,-2,-2,i,-16,-4,5.2,-0.1
CC(=O)Nc1ccc(C(=O)COC(=O)c2cc(C)oc2C)c(F)c1,-7,-1,-2,-10,-14,i,6,3,-0.1,-0.4

# An unsorted share of the library (roughly 3.6% active in at least one column).
